Screening results: PubChem, National Center for Advancing Translational Sciences (NCATS)
Nrf2 inh: Nrf2 pathway inhibition | Potency, µM (top dose mostly 46 µM), for inactives: at the highest dose activity change, negative = inhibition, actives largely listed as inhibitors | actives 2.1% (n = 360,000) | AID 504444 | A549 ARE-Fluc reporter, luciferase luminescence, 18-24 h; further: potency means the concentration at half of the fitted maximal effect; on the % scale 0 is the no-effect control and ±100 the full control effect; nearly all actives have a fitted effect of over 60% in size
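Concentration-response testing used A549 ARE_Fluc cells at 5000 cells/well. Following an 18-24 h compound incubation, viability was read by fluorescence (Ex 405/Em 525) and luciferase output by luminescence.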
ATXN viability: cell viability loss in ATXN counter-screen; S2 cells (HEK-293 line with an ATXN2-luciferase reporter) viability, CellTiter-Fluor protease fluorescence, 24 h; Potency, µM (top dose mostly 56.7 µM), actives largely listed as cytotoxic; actives 0.49% (n = 400,000); further: potency means the concentration at half of the fitted maximal effect; nearly all actives have a fitted effect of over 40% in size
MCF10A rerep: inducers of DNA re-replication in MCF 10A breast cells; Potency, µM (doses to about 46.1 µM), for the others: top-dose activity, positive = re-replication, actives largely listed as activators; AID 624296; MCF 10A DNA re-replication, Hoechst nuclear intensity, 48 h; actives 2.9% (n = 350,000); further: potency means the concentration at half of the fitted maximal effect; % of control where 0% means no effect; nearly all actives have a fitted effect of over 50% in size
A549 viability: counter-screen for Nrf2 inhibitors: cytotoxicity in A549 cells. A549 ARE-Fluc cells, CellTiter-Fluor viability, 18-24 h. Potency, µM (top dose mostly 46 µM), without a hit: at the highest dose activity change, negative = cytotoxicity, hits mostly inhibitors. actives 0.16% (n = 390,000); further: potency means the concentration at half of the fitted maximal effect; on the % scale 0 is the no-effect control and ±100 the full control effect
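A549 ARE-Fluc cells in 5% FBS OPTI-MEM, 5000 cells/well, rested 2 h then exposed to compounds in concentration-response for 18-24 h at 37 °C. Viability by CellTiter-Fluor fluorescence (Ex 405/Em 525) after 30 min; luciferase luminescence (BugLite, 15 min, RT) read afterwards.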
ATXN2 expr inh: ATXN2 expression inhibition; HEK-293 ATXN2-luciferase reporter, luminescence, 24 h; Potency, µM (top dose mostly 57 µM), inactives show at the highest dose activity change, negative = inhibition, hits mostly inhibitors; actives 0.72% (n = 360,000); further: potency means the concentration at half of the fitted maximal effect; on the % scale 0 is the no-effect control and ±100 the full control effect; nearly all actives have a fitted effect of over 55% in size
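qHTS (up to 57 uM final) was run with 24 h compound exposure of reporter cells at 37 °C. Each well was multiplexed: SteadyGlo luminescence measured ATXN2-luciferase expression after a fluorogenic Gly-Phe-AFC viability readout (25 uM final).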
IL1B secr inh: blocks inflammasome-driven IL-1 beta release | actives 4.7% (n = 360,000) | THP-1 LPS/ATP IL-1B secretion, AlphaLISA, 16 h; active compounds read low | activity change, % at 57.5 µM | AID 743279; in the data active means activity change below about -50%; inconclusive means mostly about -30% to -49%; further: on the % scale 0 is the no-effect control and ±100 the full control effect
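Secreted IL-1B measured by AlphaLISA bead assay after 16 h compound exposure of THP-1 cells; compounds (final up to 57.5 uM) added 1 h before LPS (250 ng/mL) and ATP (1.25 mM) stimulation; lower signal means less secretion.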
HepG2 viability: kills HepG2 cells in TGF-b inhibitor counter-screen; actives 0.76% (n = 410,000); HepG2 CAGA-GFP viability, ATP luminescence, 18 h; AID 588856; Potency, µM (highest dose often 46.1 µM), for inactives: at the top dose activity change, negative = cytotoxicity, actives largely listed as cytotoxic; further: potency means the concentration at half of the fitted maximal effect; some results filed as inactive show a strong effect at the top dose
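CellTiter-Glo luminescence gave cytotoxicity after 18 hours at 37 degrees C. The cells were HepG2 CAGA-GFP in 1% FBS DMEM, stimulated with 500 pg/mL TGF-beta after compound addition. %Activity was normalised to no-cell wells (complete cell-killing) and DMSO (no toxicity), and curves were fitted and classified.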
TGFb SMAD3 inh: blocks TGF-b signaling; actives 1.2% (n = 410,000); HepG2 CAGA-GFP TGF-b/SMAD3 reporter, GFP fluorescence, 18 h; TGF-beta stimulated, 500 pg/mL final; AID 588855; Potency, µM (doses to about 46.1 µM), inactives show at the highest dose activity, negative = inhibition, usual class: inhibitors; further: potency means the concentration at half of the fitted maximal effect; on the % scale 0 is the no-effect control and ±100 the full control effect; nearly all actives have a fitted effect of over 65% in size
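First, reporter cells (HEPG2 CAGA-GFP) rested 2 h at 37 degrees C. Next, compounds were pinned in and TGF-beta added to 500 pg/mL final. After 18 h, GFP was imaged per cell and summed per well.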
Nrf2 activator: Nrf2 pathway activation | Potency, µM (highest dose often 46.1 µM), for the others: at the highest dose activation, hits mostly activators | actives 0.31% (n = 410,000) | AID 624171 | AREc32 ARE-luciferase reporter (MCF7-derived line), luminescence, 24 h; further: potency means the concentration at half of the fitted maximal effect; % of control where 0% means no effect; nearly all actives have a fitted effect of over 65% in size
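ARE-driven firefly luciferase activity in AREc32 cells measured after a 24 hr compound exposure at 37 deg C, using Steady-Glo reagent and a 30 min room-temperature hold.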
Active calls of the source: *; i = inactive; ? = inconclusive; nt = no result given; & = joins results of further samples; [ ] = another dose, or the depositor's remark. Unless noted, the call rests on the fitted dose curve; in most records, active means well fitted curve in the direction sought with a large enough effect; inconclusive means small, poorly fitted or top-dose-only effect, or another doubt; inactive means no such curve, though single readings can be large; an effect the other way counts as inactive or inconclusive.

SMILES	Nrf2 inh	ATXN viability	MCF10A rerep	A549 viability	ATXN2 expr inh	IL1B secr inh	HepG2 viability	TGFb SMAD3 inh	Nrf2 activator
O=S1(=O)CCOC[C@H](Cc2ccccc2)N1Cc1ccccc1	-8%	i	?	-4%	2%	-10	-17%	2%	-0.7%
Cc1ccc(NC(=O)c2sccc2C)nc1	?	i	5%	0%	-3%	0	-51%	7%	?
CN(C)c1nc(=S)nc(NCc2ccccc2)[nH]1	-3%	i	-3%	4%	-7%	16	-25%	0%	-0.3%
CC(C)N1CCN(CC#Cc2ccccc2)CC1CCO (stereo not given)	7%	i	29%	-3%	nt	-2	2%	3%	0.0%
Cn1nc(C(=O)NCCc2ccc(Cl)cc2)c2c1-c1ccccc1S(=O)(=O)C2	0%	i	2%	-3%	?	-5	-1%	1%	-1.1%
N#CC1(c2cccc(Br)c2)C(=O)Nc2ccccc21 (stereo not given)	-14%	i	-13%	1%	-17%	-5	-14%	1%	-0.3%
CNC(=O)c1[nH]cnc1C(=O)NCC(=O)OC(C)(C)C	2%	i	2%	0%	1%	16	10%	31%[activator]	0.1%
COC(=O)CSc1ccsc1C(=O)O	-5%	i	-6%	-5%	10%	12	-3%	10%	-0.6%
COC(=O)c1cccc(NC(=O)Nc2ccccc2OC)c1	0%	i	-20%	-3%	55%[activator]	62	10%	-23%	2.3%
O=C(NCCN1CCOCC1)c1cc(-c2cccs2)on1	?	i	-6%	-2%	2%	1	-16%	-18%	?
COc1cc(-c2nc(-c3ccccc3)c(-c3cc([N+](=O)[O-])ccc3C)[nH]2)cc(OC)c1OC	?	i	?	-17%	2%	14	-6%	-36%	5.5%
CCN(CC)c1ccc(/C=N/N2CCN(Cc3ccc(C)cc3)CC2)c(O)c1	nt	i	11%	5%	-13%	-16	-7%	26%	-0.3%
CCOC(=O)c1sc2nc(SCC#N)n(CC3CCCO3)c(=O)c2c1C (stereo not given)	12%	?	7%	0%	-8%	12	-4%	7%	-0.5%
CC(=O)NCCCOc1ccc([N+](=O)[O-])cc1Cl	-4%	i	-4%	10%	nt	-23	-10%	-16%	-0.3%
CN(C)CCc1cc2c(c3c1ccc1ccccc13)OCO2	14%	?	?	24%	nt	-96*	-103%	?	-3.4%
CCc1ccccc1NS(=O)(=O)c1ccc2[nH]cc(C(=O)NCC3CCCO3)c(=O)c2c1 (stereo not given)	-5%	i	-2%	-1%	5%	-8	-25%	-4%	-0.8%
COc1ccccc1-n1ccnc(SCC(=O)NCc2ccccc2)c1=O	?	i	-3%	10%	5%	0	-22%	-1%	3.1%
CC(C)C(N)c1csc(Nc2cc(Oc3ccccc3)ncn2)n1 (stereo not given)	nt	?	nt	nt	-13%	-91*	-16%	-16%	4.6%
OCCO	2%	i	-6%	-3%	8%	-6	5%	5%	0.6%
NC(=O)c1ccc(CN2CCc3ccccc3C2)cc1	11%	i	-11%	1%	4%	1	1%	9%	0.3%[9.22 µM]
O=C(CCn1c(=O)c2cccn2c2cccnc21)N1CCN(c2ccc(F)cc2)CC1	-11%	nt	nt	13%	nt	nt	-3%	-52%	7.2%
Cc1ccc(Nc2sc(C(=O)c3ccc(F)cc3)c(N)c2S(=O)(=O)c2ccc(C)cc2)cc1	nt	nt	nt	-2%	nt	nt	-21%	-3%	0.2%
CC(=O)N1CCc2cc(S(=O)(=O)NC(Cc3ccccc3)C(=O)NCc3ccccc3Cl)ccc21 (stereo not given)	2%	i	nt	-5%	0%	nt	-2%	-32%	1.0%
Cc1ccc(NC(=O)/C=N/OCC(=O)NCc2ccccc2Cl)cc1	2%	i	4%	-3%	32%[activator]	11	0%	-2%	-0.5%
Cc1nc(Nc2cccc(O)c2)c2c3c(sc2n1)CCC3	?	i	-6%	-6%	?	-12	-16%	-13%	?
COc1ccc(Br)cc1CNC(=O)C1CCN(S(=O)(=O)N2CCC(C)CC2)CC1	-6%	i	11%&16%	-2%	-14%	-21	-23%	0%	0.8%
Cc1cccc(NC(=O)c2cc(S(=O)(=O)N3CCCCCC3)cn2C)c1C	nt	?	nt	0%	-13%	nt	-5%	0%	0.7%
COc1ccc(N2CC(C(=O)NCCCN3CCOCC3)CC2=O)cc1 (stereo not given)	0%	i	6%	-2%	0%	13	-23%	38%[activator]	-0.7%
CCCSc1nnc(CSc2ncccn2)n1C	5%	i	-3%	3%	15%	16	-29%	?	-0.8%
COc1ccc(CCC(=O)N/N=C\c2cccs2)cc1	-1%	i	-11%	-1%	nt	-4	18%	-2%	2.7%
COc1cc2[nH]c(C(=O)Nc3ccc4c(c3)OCCO4)cc2c(OC)c1OC	?	?	-13%	-5%	1%	-91*	-21%	-4%	0.7%
COc1ccc(S(=O)(=O)NC(C)C)cc1-n1cnnn1	-29%	i	-2%	-2%&4%	-4%[11.3 µM]	8	11%&0%	15%&1%	0.2%&0.2%
O=C(CCN1CCCCC1)NNC(=O)C12CC3CC(CC(C3)C1)C2	-2%	i	2%	3%	-11%	10	24%	41%[activator]	-0.1%
CCC(C)NCCOCCOc1ccc(Cl)c(C)c1C (stereo not given)	-6%	i	20%	-20%	-22%	-9	-18%	-30%	0.6%
CC(C)=CCN1CCN(CCCn2cccn2)CC1CCO (stereo not given)	-2%	i	-3%	2%	5%	-5	-4%	-7%	0.2%
CCOc1ccc(CNC(=O)c2ccc(NC(=O)c3nsc4ccccc34)cc2)cc1	nt	nt	nt	-11%	nt	nt	-29%	-4%	-0.6%
Cc1ccc(OCc2nc(C#N)c(NCc3ccco3)o2)cc1	-15%	i	7%	-13%	6%	-54*	-14%	2%	2.4%
O=C(Cn1ccsc1=NC(=O)C(F)(F)F)c1ccccc1	nt	i	7%	4%	42%[activator]	0	-3%	-10%	2.7%
COc1cccc(C2N(c3ccc(Cl)cc3)C(=O)C3CCCN32)c1 (stereo not given)	-16%	i	-6%	1%	-15%	11	-12%	-2%	0.7%
COC(=O)C1=C(N)OC2=C(C(=O)CCC2)C1c1cccs1 (stereo not given)	-12%	i	-4%	4%	4%	-21	-30%	4%	4.1%
CN(Cc1ccccc1)C(=O)CCC1CCN(C(=O)CC2=CCCCC2)CC1	1%	?	18%	0%	-9%	0	-11%	-12%	2.9%
Cn1c2c(c(=O)n(C)c1=O)C(CC(=O)Nc1ccccc1)C(=O)N2 (stereo not given)	17%	i	3%	-2%	1%	30	4%	0%	2.3%
CCC(C)c1ccccc1N1CC(C(=O)N2CCN(S(=O)(=O)c3cccc([N+](=O)[O-])c3)CC2)CC1=O (stereo not given)	4%	i	-5%	-4%	-4%	-8	-30%	?	0.3%
Cc1oc2c(C)c(O)ccc2c(=O)c1N1C(=O)c2ccccc2C1=O	-8%	i	7%	6%	-1%	0	28%	-7%	-0.1%[9.22 µM]
COCc1oc2ccc(NS(=O)(=O)c3ccc(C)cc3)cc2c1C(=O)OC	-16%	nt	nt	-2%	nt	nt	-16%	-21%	1.0%
CCOC(=O)c1c(NC(=O)C2COc3ccccc3O2)sc2c1CCN(Cc1ccccc1)C2 (stereo not given)	-3%	i	?	2%	7%	7	-12%	-4%	-0.3%
Cc1onc(-c2ccccc2Cl)c1C(=O)NNC(=O)c1ccc(F)cc1	11%	i	-31%[inhibitor]	-5%	-6%	-1	-1%	21%	-0.8%
Cc1ccc(S(=O)(=O)CC(=O)Nc2nc3c(C)cc(C)cc3s2)cc1	nt	nt	nt	-3%	nt	nt	-37%	?	-0.8%

One compound at a time (already shown):
`Cc1oc2c(C)c(O)ccc2c(=O)c1N1C(=O)c2ccccc2C1=O` as listed: Nrf2 inh = -8%; ATXN viability = i; MCF10A rerep = 7%; A549 viability = 6%; ATXN2 expr inh = -1%; IL1B secr inh = 0; HepG2 viability = 28%; TGFb SMAD3 inh = -7%; Nrf2 activator = -0.1%[9.22 µM]
`COCc1oc2ccc(NS(=O)(=O)c3ccc(C)cc3)cc2c1C(=O)OC` as listed: Nrf2 inh = -16%; ATXN viability = nt; MCF10A rerep = nt; A549 viability = -2%; ATXN2 expr inh = nt; IL1B secr inh = nt; HepG2 viability = -16%; TGFb SMAD3 inh = -21%; Nrf2 activator = 1.0%

Additional results.
SMILES	Nrf2 inh	ATXN viability	MCF10A rerep	A549 viability	ATXN2 expr inh	IL1B secr inh	HepG2 viability	TGFb SMAD3 inh	Nrf2 activator
Cc1cc(C)n2nc(C(=O)N3CCN(c4ccc([N+](=O)[O-])cc4)CC3)nc2n1	?	?	-13%	-15%	-20%	0	5%	19%	0.9%
Cc1cc(=O)oc2cc(OCC(=O)NCCCN3CCCC3=O)ccc12	-8%	?	-3%	-7%	nt	-10	-2%	8%	-0.2%
COc1cccc(OC)c1C(=O)Nc1ccc(S(=O)(=O)N2CCCCC2)cc1	1%	i	0%	6%	-9%	-3	-25%	-21%	-0.4%
O=C(c1cccc(C(F)(F)F)c1)N1CCCC1	5%	i	1%	-10%	2%	0	-31%	5%	-0.4%
COc1ccc2[nH]c(=O)cc(C(=O)O)c2c1	8%	i	-37%[inhibitor]	7%	1%	8	0%	0%	-0.4%
CC1(C)CC(=O)C=C(c2ccc(COC(=O)/C=C/c3ccccc3)cc2)C1=O	nt	?	nt	nt	-28%	18	-17%	-2%	6.4%
COCC(C)n1c(C)cc(C(=O)COC(=O)c2ccc3c(c2)NC(=O)CS3)c1C (stereo not given)	-5%	i	10%	?	nt	-18	-3%	-12%	4.8%
Cc1ccccc1-n1c(SCC(=O)NC2CC2)nc2ccccc2c1=O	nt	?	nt	nt	nt	-21	-5%	8%	3.7%
Cc1ccc(NC(=O)c2cc(=O)c3ccccc3o2)cc1S(=O)(=O)N1CCOCC1	?	i	1%	5%	nt	0	-1%	-18%	8.9%

Only IL1B secr inh, for some of the entries so far:
molecule	IL1B secr inh
COc1ccc2[nH]c(=O)cc(C(=O)O)c2c1	8
CC1(C)CC(=O)C=C(c2ccc(COC(=O)/C=C/c3ccccc3)cc2)C1=O	18
COCC(C)n1c(C)cc(C(=O)COC(=O)c2ccc3c(c2)NC(=O)CS3)c1C (stereo not given)	-18
